Screening data from PubChem BioAssay.
E-sel inducer: E-selectin induction in HUVECs, primary screen, imaging, HUVEC, immunofluorescence imaging, single point; 260,000 tested, 0.37% active; normalized: neutral wells 0, TNF-alpha wells 100; P16581; activation, % at 7.58 µM;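 active = mean E-selectin-positive cell signal at least 10% of the positive control, reached in at least 60% of replicates, without over 20% cell loss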;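 note: in these data hits start at about 27%; measured in HUVEC primary endothelial cells; signal is the percent of cells scored E-selectin positive by PE staining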
Target sequence (P16581 whole entry, looked up): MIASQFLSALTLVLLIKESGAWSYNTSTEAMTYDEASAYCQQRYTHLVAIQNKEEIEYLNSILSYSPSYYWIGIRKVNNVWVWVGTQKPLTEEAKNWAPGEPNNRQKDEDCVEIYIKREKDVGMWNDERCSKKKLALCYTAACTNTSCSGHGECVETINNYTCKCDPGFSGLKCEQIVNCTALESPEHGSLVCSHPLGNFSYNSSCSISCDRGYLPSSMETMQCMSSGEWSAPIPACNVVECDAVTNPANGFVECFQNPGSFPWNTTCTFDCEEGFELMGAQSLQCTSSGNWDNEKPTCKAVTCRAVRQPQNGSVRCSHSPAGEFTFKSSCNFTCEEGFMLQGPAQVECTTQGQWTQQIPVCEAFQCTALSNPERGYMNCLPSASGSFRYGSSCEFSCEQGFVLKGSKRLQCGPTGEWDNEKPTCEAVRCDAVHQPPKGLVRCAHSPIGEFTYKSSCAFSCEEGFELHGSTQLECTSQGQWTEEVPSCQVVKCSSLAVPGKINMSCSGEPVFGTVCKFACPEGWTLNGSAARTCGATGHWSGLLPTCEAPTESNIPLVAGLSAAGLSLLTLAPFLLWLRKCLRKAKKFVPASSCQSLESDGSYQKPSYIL
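System: HUVEC / Compound: single concentration / Signal: immunofluorescence imaging / Read-out: percent E-selectin-positive cells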
Xi reactivation: activators of inactive X chromosome reactivation, primary screen, imaging, XiGFP fibroblasts, GFP high-content imaging, set 2; 360,000 tested, 0.055% active; activation, % at 7.58 µM; XiGFP mouse fibroblasts, % GFP-positive cells imaging, 3 d; cells co-treated with 5-aza-dC sensitizer; scaled so ellipticine positive control = 100%;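 active = mean normalized replicate activation at least 10% and every replicate at or above 10%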;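 note: 0% = median of on-plate neutral control wells and 100% = ellipticine 6 µM median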
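Material: SV40-immortalized XiGFP fibroblast cells, line 68-5-11 | Buffer or medium: DMEM containing 5-aza-dC | Dosing: One concentration, pinned | Times: 3 d treatment, 15 min room-temperature fixation | Controls: Ellipticine 6 µM positive control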
S100A4 MyoIIA: inhibitors of S100A4-myosin IIA peptide binding, primary screen, biochemical, fluorescence polarization, TAMRA-MyoIIA peptide; AID 652163, 2013; inhibition, % at 10.7 µM; 360,000 tested, 0.14% active;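 active = mean inhibition of at least 70% across replicates, with every replicate also reaching that level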
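Material: human S100A4 monomer with TAMRA-labelled myosin IIA peptide; buffer or medium: HEPES pH 7.2 with CaCl2, KCl, NaCl, DTT, Triton; compound dosing: one concentration per compound; schedule: 5 min incubation before reading; benchmarks: neutral control DMSO, positive control TFP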
esBAF inh: Bmi1 luciferase reporter increase in mESCs, primary screen, esBAF inhibitor project, mouse ES cells, Bmi1 luciferase knock-in, single point; 24 h; 100% = twice the neutral-well signal; 350,000 tested, 2% active; reporter increase, % at 12.5 µM; AID 602393, 2012; in the data active = activation above about 40%;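 note: 0% = median of the plate's neutral control wells and 100% = double that signal; a rise in the Bmi1 reporter signal indicates esBAF inhibition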
FN deposition inh: inhibitors of fibronectin matrix deposition, primary screen, AH1F cells, Alexa488-fibronectin fluorescence, plate reader; AH1F fibroblasts, overnight; inhibition, % at 12.6 µM; 350,000 tested, 0.086% active;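 active = mean inhibition across replicates of 30% or more, regardless of how many single replicates reach that level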;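 note: positive control wells lacked labelled fibronectin entirely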
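Measured by – fluorescence 485/525 nm · System – AH1F fibroblast monolayer, labelled fibronectin deposition · Amount – 10000 cells per well · Buffer or medium – serum-reduced DMEM (2% serum) · Doses – single dose, pinned · Also added – fluorescent fibronectin at 24 nM final · Schedule – 1 h cell attachment, overnight exposure to compound and label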
RAD52 anneal inh: RAD52 DNA annealing inhibitors, primary screen, biochemical, FRET, single point, set 2; DNA repair protein RAD52 homolog (Homo sapiens), P43351; recombinant RAD52 DNA annealing, FRET fluorescence; inhibition, % at 18.7 µM; 360,000 tested, 0.46% active; AID 651710, 2012;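 active = every replicate showing at least 50% inhibition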
Target sequence (P43351 whole entry, looked up): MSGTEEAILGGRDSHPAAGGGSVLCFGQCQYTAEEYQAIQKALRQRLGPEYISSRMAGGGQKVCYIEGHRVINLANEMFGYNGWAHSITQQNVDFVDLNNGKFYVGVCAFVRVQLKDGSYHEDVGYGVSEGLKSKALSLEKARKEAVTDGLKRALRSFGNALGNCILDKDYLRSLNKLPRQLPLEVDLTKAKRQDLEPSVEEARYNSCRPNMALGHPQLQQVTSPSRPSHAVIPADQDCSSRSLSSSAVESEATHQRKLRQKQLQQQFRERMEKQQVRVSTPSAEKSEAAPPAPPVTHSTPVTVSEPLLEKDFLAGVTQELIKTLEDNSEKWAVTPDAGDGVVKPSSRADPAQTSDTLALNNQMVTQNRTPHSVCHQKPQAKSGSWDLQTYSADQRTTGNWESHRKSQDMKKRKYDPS
EWS-Fli block: EWS/Fli-driven NR0B1 reporter inhibitors, primary screen, A673 cells, NR0B1 luciferase, luminescence, MLPCN library. viability-normalised. inhibition, % at 12.6 µM. 350,000 tested, 0.67% active;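 active = mean inhibition of at least 50% after viability correction, with every replicate also passing that limit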;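 note: firefly luciferase signal divided by Alamar Blue viability fluorescence both relative to DMSO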
RAD54 branch: inhibitors of human RAD54 branch migration, primary screen, biochemical, fluorescence, single point; RAD54 Holliday junction branch migration, FAM/BHQ fluorescence; inhibition, % at 10.4 µM; AID 602329, 2012; 360,000 tested, 0.14% active; DNA repair and recombination protein RAD54-like (Homo sapiens), Q92698;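 active = mean normalized replicate activity at least 40 and at least half of replicates scoring 40 or more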;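 note: 0% = median of neutral control wells and 100% = median of positive control wells; inhibitors cause a drop in the FAM fluorescence signal; in these data hits start at about 50%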
* hit, by the source's call; nt = no result given; & = joins results of further samples.

SMILES | E-sel inducer | Xi reactivation | S100A4 MyoIIA | esBAF inh | FN deposition inh | RAD52 anneal inh | EWS-Fli block | RAD54 branch
COc1ccc(C(C(=O)NCCC(C)C)N(CCO)C(=O)c2snc(C(N)=O)c2N)cc1OC (stereo unspecified) | 2.6 | 0.0 | 1 | -3 | -8 | -13 | 10 | -16
COc1ccc(OC)c(NC(=O)CSc2nc3[nH]c(=O)[nH]c(=O)c3s2)c1 | nt | -0.1 | 8 | 19 | 10 | -29 | -14 | 4
CCC(=O)N1C[C@@H](C)[C@@H](OC)CN(C)C(=O)c2ccc(NC(=O)c3ccc(F)cc3)cc2OC[C@H]1C | -0.1 | 0.5 | 16 | 5 | 5 | -5 | -2 | -2
O=C(C[C@H]1CC[C@@H]2[C@H](COC[C@H](O)CN2C(=O)c2ccccc2)O1)N1CCc2ccccc2C1 | 0.0 | 0.0 | -11 | -2 | -4 | -11 | 2 | 3
CCc1cc2cc(C)ccc2nc1SCC(=O)NC1CCCC1 | nt | nt | -12 | -9 | 1 | 1 | 24 | -11
COc1ccc(Cl)cc1S(=O)(=O)N1CCC(C(=O)NCc2ccccn2)CC1 | 0.2 | 0.2 | 0 | nt | 1 | -14 | 1 | nt
COCC(=O)N1CC2(CCN(Cc3ccccc3)CC2)c2c([nH]c3cc(OC)ccc23)[C@H]1CO | 0.9 | 0.2 | 4 | nt | -7 | 7 | -2 | nt
Cc1noc(C)c1S(=O)(=O)Nc1ccc2c(c1)C(=O)N([C@H](C)CO)C[C@@H](C)[C@H](CN(C)C(=O)NC(C)C)O2 | -0.2 | 0.0 | 4 | -4 | -4 | 10 | 0 | -2
CCOC(=O)c1sc(NC(=O)CNCc2cccnc2)c(C(=O)OCC)c1C | 2.2 | 0.2 | 2 | 1 | -13 | -33 | 8 | -2
CN1C(=O)/C(=C\c2ccc(-c3ccccc3)o2)SC1=S | 11 | 0.0 | -3 | 3 | 2 | -27 | -34 | -6
COc1ccc(S(=O)(=O)Nc2ccc3c(c2)C(=O)N([C@@H](C)CO)C[C@@H](C)[C@H](CN(C)S(=O)(=O)c2ccc(OC)cc2)OCCCC[C@H](C)O3)cc1 | -0.2 | 0.0 | nt | -9 | 3 | nt | 1 | -7
O=C(Nc1ccc(C(=O)c2ccc(C(=O)O)c(C(=O)O)c2)cc1)c1ccccc1 | nt | 0.1 | 3 | -5 | -2 | -9 | 5 | -1
O=C(O)CC(NC(=O)C1c2ccccc2Oc2ccccc21)c1ccc(OC2CCCC2)cc1 (stereo unspecified) | nt | 0.0 | 1 | nt | 5 | -8 | 2 | nt
Fc1cccc(Cc2c(-c3cccc(Cl)c3)nc3c(Cl)cc(C(F)(F)F)cn23)c1 | 0.2 | 0.0 | -6 | 12 | -12 | -10 | -36 | -4
O=C(Nc1cccc(Cl)c1Cl)C1CCCO1 (stereo unspecified) | nt | 0.1 | -1 | 1 | 5 | -7 | 20 | -10
COc1ccc(NC(=O)Nc2ccc3c(c2)CC(=O)N([C@@H](C)CO)C[C@@H](C)[C@@H](CN(C)C(=O)Nc2ccc(F)cc2)O3)cc1 | 0.0 | 0.6 | -6 | -4 | nt | -20 | 6 | -34
CCOCCCNC(=O)Cn1nc(-c2ccc(OC)c(OC)c2)ccc1=O | 4.6 | 0.4 | -1 | -5 | -2 | -10 | -1 | 2
C=CCc1ccccc1OCC(O)CNC(=O)c1ccccc1C(=O)O (stereo unspecified) | 0.0 | 0.2 | -8 | 0 | 12 | -14 | -5 | 5
C[C@H]1CN([C@@H](C)CO)C(=O)c2c(c3ccccc3n2C)-c2ccccc2CO[C@H]1CN(C)Cc1cccnc1 | -3.7 | -0.4 | 4 | 4 | -12 | 4 | 12 | -5
CC=Cc1ccc2n(c1=O)C[C@H]1[C@H](CO)[C@@H](C(=O)NC3Cc4ccccc4C3)[C@@H]2N1C(C)=O (mixture of isomers) | -0.1 | -0.1 | 3 | -2 | nt | 13 | -23 | 2

Compounds shown so far containing an aryl thioether with sulfur outside any ring:
SMILES | E-sel inducer | Xi reactivation | S100A4 MyoIIA | esBAF inh | FN deposition inh | RAD52 anneal inh | EWS-Fli block | RAD54 branch
COc1ccc(OC)c(NC(=O)CSc2nc3[nH]c(=O)[nH]c(=O)c3s2)c1 | nt | -0.1 | 8 | 19 | 10 | -29 | -14 | 4
CCc1cc2cc(C)ccc2nc1SCC(=O)NC1CCCC1 | nt | nt | -12 | -9 | 1 | 1 | 24 | -11

Further entries.
SMILES | E-sel inducer | Xi reactivation | S100A4 MyoIIA | esBAF inh | FN deposition inh | RAD52 anneal inh | EWS-Fli block | RAD54 branch
COc1cc(C(=O)NNC(=O)CCOc2ccccc2C)cc(OC)c1OC | -0.1 | 0.0 | 1 | 3 | -2 | -5 | -28 | 0
CCON1C(=O)C(C)(C)N(OCC)C(=O)C1(C)C | nt | 0.1 | 3 | nt | -6 | -2 | 6 | nt
Cc1c(C(=O)O)cnc2c([N+](=O)[O-])cnn12 | 1.1 | 0.1 | -2 | 5 | -4 | -11 | 2 | 3
Cc1cc(C)cc(N=c2c([N+](=O)[O-])nn(-c3ccc(Cl)cc3)n2O)c1 | 0.5 | 0.0 | -1 | nt | -1 | -15 | -3 | 1
O=C(CCN1CCN(C(=O)c2ccccc2)CC1)c1ccc(Br)cc1 | nt | 0.3 | 5 | -2 | 0 | -10 | 1 | 2
CC(Sc1nnnn1C1CC1)C(=O)N1CC(=O)Nc2ccccc21 (stereo unspecified) | nt | 0.0 | -1 | 9 | 11 | -17 | 0 | -8
CCN1C(=O)c2ccc(C(=O)Nc3ccc4c(c3)OCO4)cc2C1=O | -0.6 | 0.0 | 0 | 36 | -2 | 2 | -15 | -3
CSc1nc2ccc(NC(=O)c3ccc(=O)[nH]c3)cc2s1 | 0.3 | 0.2 | -2 | 1 | 2 | -10 | -17 | 1
COc1ccc(NC(=O)C2c3ccccc3OCC(=O)N2CCc2ccccc2)cc1 (stereo unspecified) | 1.2 | 0.1 | -2 | nt | -1 | -19 | 7 | nt
CC(C)(C)c1ccc(C(=O)NCC(=O)NCc2ccccn2)cc1 | 0.1 | -0.1 | -3 | -1 | 3 | -18 | -9 | 3
CO[C@H](CN(C)Cc1cc(F)ccc1F)[C@@H](C)CN([C@@H](C)CO)S(=O)(=O)c1ccc(F)cc1 | -0.1 | 0.2 | -2 | 1 | -2 | -1 | 3 | 6
C[C@@H]1CN([C@@H](C)CO)C(=O)c2cc(NC(=O)CCC(F)(F)F)ccc2O[C@@H](C)CCCCO[C@@H]1CN(C)C(=O)Nc1ccccc1 | nt | 0.1 | 3 | -16 | -5 | -10 | -2 | -7
CCCCN1CC(C)(C)[C@H](CC(=O)NC)C1=O | -0.1 | 0.2 | -3 | 3 | 1 | -15 | 1 | 6
CC(C)COC(=O)N(C)C[C@@H]1OCc2cnnn2CCCC(=O)N([C@@H](C)CO)C[C@H]1C | 0.3&0.1 | -0.1&-0.5 | 30&14&-22 | 0&-2&-2 | -2&-3 | -1&2&-10 | -6&7&0 | -10&-8&-5
CC(C)C(=O)Nc1ccc(C(=O)CSc2nnc(C3CC3)n2C2CC2)cc1 | nt | -0.1 | 0 | -6 | 6 | -1 | -10 | -8
Cc1ccc(NC(=S)/C(C#N)=C2/Nc3ccccc3S2)cc1 | 0.9 | 2.9 | 3 | -3 | -11 | -18 | -9 | -1
C[C@H](NC(=O)C[C@H]1CC[C@H](NC(=O)CN2CCOCC2)[C@@H](CO)O1)c1ccccc1 | -0.4 | -0.2 | 6 | -2 | 11 | 0 | -2 | -5
CCN(CC(=O)Nc1ccccc1C(F)(F)F)C(=O)C1CC(=O)N(Cc2ccccc2)C1 (stereo unspecified) | -3.1 | 0.1 | 3 | nt | 0 | 2 | -2 | -8
CC1CCCN(C(=O)CNC(=O)c2cccs2)C1 (stereo unspecified) | -1.4 | -0.1 | 0 | 37 | 14 | -15 | -64 | -6
CC(C)NC(=O)N(C)C[C@@H]1Oc2ncc(C#CC3(O)CCCC3)cc2C(=O)N([C@H](C)CO)C[C@H]1C | -0.4 | 0.0 | 1 | 0 | 1 | -2 | 0 | 1

Compounds shown so far that contain a nitro group on carbon (2):
SMILES | E-sel inducer | Xi reactivation | S100A4 MyoIIA | esBAF inh | FN deposition inh | RAD52 anneal inh | EWS-Fli block | RAD54 branch
Cc1c(C(=O)O)cnc2c([N+](=O)[O-])cnn12 | 1.1 | 0.1 | -2 | 5 | -4 | -11 | 2 | 3
Cc1cc(C)cc(N=c2c([N+](=O)[O-])nn(-c3ccc(Cl)cc3)n2O)c1 | 0.5 | 0.0 | -1 | nt | -1 | -15 | -3 | 1

Remaining list, next part
SMILES | E-sel inducer | Xi reactivation | S100A4 MyoIIA | esBAF inh | FN deposition inh | RAD52 anneal inh | EWS-Fli block | RAD54 branch
CCCNC(=O)N1C[C@H](O)COC[C@H]2O[C@@H](CC(=O)N3CCC(Cc4ccccc4)CC3)CC[C@@H]21 | 0.1 | 0.1 | -4 | 4 | -4 | 2 | 1 | -11
Cc1ccc2c(c1)Oc1ccccc1C=C2C(=O)O | -3.2 | 0.0 | 1 | -2 | -6 | -20 | 3 | -1
O=C(CSc1nnc(CCCN2C(=O)c3cccc4cccc(c34)C2=O)n1-c1ccccc1)NCCCO | nt | 0.0 | 1 | nt | 3 | -11 | -10 | 4
OCCNCc1cccc2ccccc12 | nt | 0.3 | -11 | nt | -22 | -3 | 5 | nt
CN1CCN(C(c2ccccn2)c2cc(Cl)c3cccnc3c2O)CC1 (stereo unspecified) | nt | 0.0 | 2 | 5 | 14 | -19 | 27 | nt
COc1ccccc1C(C(=O)c1ccccc1)c1ccc(O)cc1 (stereo unspecified) | 1.0 | 0.0 | -1 | nt | -2 | -2 | 1 | nt
Brc1ccc(C2=NC(Cc3ccccc3)CO2)cc1 (stereo unspecified) | -0.2 | 0.0 | 0 | 68* | 2 | -7 | -94 | -7
CCOC(=O)C1Nc2ccc(C(=O)O)cc2C2C=CCC12 (stereo unspecified) | nt | 0.0 | -8 | -4 | 1 | -99 | 3 | -33
Cc1ccsc1/C=N/NC(=O)c1nnn(-c2nonc2N)c1C(C)C | nt | 0.0 | -6 | 3 | -11 | -15 | -16 | -11
CCN(CC)C(=O)C(=O)Nc1ccc(OCc2ccccc2)cc1 | 25 | 0.0 | -9 | 5 | 5 | -9 | -18 | -2
COCCCNC(=O)/C(C#N)=C1\N=C(NC(=O)c2cccs2)c2ccccc21 | 3.2 | 0.0 | 1 | nt | -15 | -36 | -13 | nt
O=C(NCCC1=CCCCC1)c1ccc(-n2cncn2)c([N+](=O)[O-])c1 | 0.2 | 0.0 | -4 | nt | -12 | -3 | -11 | nt
O=C(CSc1nc(-c2ccccc2)cs1)Nc1cccc([N+](=O)[O-])c1 | nt | 0.1 | 9 | nt | -6 | -16 | -67 | nt
COc1ccccc1CC(=O)N1CCOCC1 | -0.1 | 0.0 | -5 | 10 | 2 | -6 | -12 | -4
CC(C)NC(=O)Nc1ccc2c(c1)CC(=O)N([C@H](C)CO)C[C@@H](C)[C@H](CN(C)Cc1ccc(C(F)(F)F)cc1)O2 | 11 | 0.0 | 3 | -5 | nt | 6 | 2 | -5
